Screens deposited in PubChem by several laboratories.
M5 PAM – human M5 muscarinic receptor positive allosteric modulators, primary screen, CHO-K1 cells, Fluo-8 calcium fluorescence; 0.3% of 360,000 active; CHO-K1 hM5, ACh EC20 PAM; 0% = ACh EC20, 100% = ACh EC100; activation, % at 3 µM;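 active means activation above the run cutoff, the mean activation of all test compounds plus 3 SD, cut at about 18% in these data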
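System: CHO-K1 cell line with stable human muscarinic M5 receptor expression | Also added: EC20 acetylcholine as agonist stimulus | Compound: One concentration, 3 µM final (nominal) | Timing: Fluo-8 loading 80 min at 37 °C plus 30 min room temperature | Measured by: Fluo-8 calcium dye fluorescence, kinetic read | Read-out basis: % activation, ACh-normalized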
CHRM4 agonist – human M4 muscarinic receptor agonists, primary screen, CHO-K1 cells, Fluo-8 calcium fluorescence | CHO-K1 hM4/Gqi5; vehicle 0%, full acetylcholine response 100% | activation, % at 3 µM | 0.14% of 360,000 active | AID 624127, 2012;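 active means activation above the run mean over all test wells plus 3 SD, cut at about 32% in these data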;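 further: peak over basal fluorescence ratio per well then scaled between controls; 0% = DMSO wells and 100% = acetylcholine at EC100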
Target sequence (P08173 whole entry, looked up): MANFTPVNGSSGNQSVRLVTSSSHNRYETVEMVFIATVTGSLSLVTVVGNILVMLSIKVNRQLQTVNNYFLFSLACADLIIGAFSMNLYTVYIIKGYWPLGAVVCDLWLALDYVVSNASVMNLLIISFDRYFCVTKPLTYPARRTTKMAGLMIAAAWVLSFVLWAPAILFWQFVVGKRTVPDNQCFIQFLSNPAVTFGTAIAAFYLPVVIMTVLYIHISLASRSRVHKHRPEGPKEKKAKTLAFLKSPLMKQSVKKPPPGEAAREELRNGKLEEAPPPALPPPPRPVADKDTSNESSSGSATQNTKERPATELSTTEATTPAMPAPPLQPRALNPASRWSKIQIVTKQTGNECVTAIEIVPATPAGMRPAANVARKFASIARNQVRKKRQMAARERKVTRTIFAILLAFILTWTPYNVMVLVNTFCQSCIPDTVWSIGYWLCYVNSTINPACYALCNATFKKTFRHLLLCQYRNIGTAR
M4 antag – human M4 muscarinic receptor antagonists, primary screen, CHO cells, Fluo-8 calcium fluorescence; CHO-hM4 cells, ACh EC80; inhibition, % at 3 µM; 0.73% of 360,000 active;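 active means inhibition above its plate's cutoff, the mean inhibition of sample wells plus 3 SD, cut at about 27% in these data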;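 further: 0% = acetylcholine EC80 with DMSO and 100% = DMSO without agonist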
M4 PAM – human M4 muscarinic receptor positive allosteric modulators, primary screen, CHO-K1 cells, Fluo-8 calcium fluorescence. activation, % at 3 µM. 0.4% of 360,000 active. CHO-K1 hM4/Gqi5, ACh EC20; 0% = ACh EC20, 100% = maximal ACh. Muscarinic acetylcholine receptor M4 (Homo sapiens), P08173. AID 624126, 2012;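 active means activation above its plate's cutoff, the mean activation of sample wells plus 3 SD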; further: some results filed as inactive read as strong as hits
CRFBP-R2 agonist – agonists of CRF-BP/CRF-R2 complex, primary screen, cell-based, HEK293, calcium dye fluorescence, uHTS; calcium dye fluorescence (FLIPR); percent of saturating CRF peptide response; activation, % at 13.2 µM; 0.46% of 350,000 active;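 active means activation of at least 50%, plus an integration ratio under a set limit after plate pattern correction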;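 further: plate controls were neutral control wells without compound for no effect and CRF at EC100 for full effect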
CHRM5 agonist – human M5 muscarinic receptor agonists, primary screen, CHO-K1 cells, Fluo-8 calcium fluorescence. Muscarinic acetylcholine receptor M5 (Homo sapiens), P08912. CHO-K1 hM5 cells; 0% DMSO wells, 100% maximal acetylcholine response. activation, % at 3 µM. 0.19% of 360,000 active;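 active means activation above the run's mean over test compounds plus 3 SD, cut at about 23% in these data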;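 further: signal is peak over basal fluorescence ratio across the kinetic read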
M1 PAM – human M1 muscarinic receptor positive allosteric modulators, primary screen, CHO-K1 cells, Fluo-8 calcium fluorescence, 1536-well. CHO-K1 hM1, ACh EC20; 0% = ACh EC20, 100% = maximal ACh. AID 588819, 2011. Muscarinic acetylcholine receptor M1 (Homo sapiens), P11229. 0.088% of 360,000 active. activation, % at 3 µM; in the data active means activation above about 19%, passing the limit was not always enough
Target sequence (P11229 whole entry, looked up): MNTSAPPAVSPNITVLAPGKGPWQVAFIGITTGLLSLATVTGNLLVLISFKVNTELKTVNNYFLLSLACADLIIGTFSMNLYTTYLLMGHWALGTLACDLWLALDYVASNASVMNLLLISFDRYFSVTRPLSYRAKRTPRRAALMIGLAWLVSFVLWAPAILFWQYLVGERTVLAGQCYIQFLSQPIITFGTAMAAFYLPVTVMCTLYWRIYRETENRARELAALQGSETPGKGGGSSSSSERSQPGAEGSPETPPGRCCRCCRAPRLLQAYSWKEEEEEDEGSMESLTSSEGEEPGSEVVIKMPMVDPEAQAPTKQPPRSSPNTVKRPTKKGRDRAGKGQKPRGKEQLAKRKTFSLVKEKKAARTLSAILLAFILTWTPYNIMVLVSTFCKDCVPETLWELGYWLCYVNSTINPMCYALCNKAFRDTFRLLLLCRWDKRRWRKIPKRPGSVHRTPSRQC
M5 antag – human M5 muscarinic receptor antagonists, primary screen, CHO cells, Fluo-8 calcium fluorescence. Muscarinic acetylcholine receptor M5 (Homo sapiens), P08912. CHO-hM5 cells, ACh EC80. 0.59% of 360,000 active. inhibition, % at 3 µM;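 active means inhibition above a per-plate cutoff, the mean of that plate's test compounds plus 3 SD, cut at about 27% in these data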;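 further: 0% = acetylcholine EC80 with DMSO and 100% = DMSO without agonist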
M1 antag – human M1 muscarinic receptor antagonists, primary screen, CHO-K1 cells, Fluo-8 calcium fluorescence, 1536-well | Muscarinic acetylcholine receptor M1 (Homo sapiens), P11229 | CHO-K1 hM1, ACh EC80 antagonist | inhibition, % at 3 µM | 1.3% of 360,000 active;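 active means percent inhibition above its own plate's cutoff, namely the mean of that plate's compound wells plus 3 SD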;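 further: peak over basal fluorescence ratio during 140 s after agonist addition; 0% = ACh EC80 plus DMSO and 100% = DMSO alone without agonist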
Numbers without * were called inactive; . = no result given. An unsorted share of the library (roughly 2.8% active in at least one column).

SMILES	M5 PAM	CHRM4 agonist	M4 antag	M4 PAM	CRFBP-R2 agonist	CHRM5 agonist	M1 PAM	M5 antag	M1 antag
COc1ccc(N=Nc2c(C)[nH]c3ccccc23)cc1	6	1	-12	5	10	-3	8	12	1
Cc1cccc(C)c1Cn1c(C)c(C(=O)NCCC#N)sc1=O	3	1	-1	1	.	2	5	-3	-7
O=C(c1ccc2c(c1)OCO2)N1CCN(S(=O)(=O)c2ccc(Cl)cc2)CC1	-6	2	-8	1	-1.5	-3	0	10	0
Cc1ccc(S(=O)(=O)N(C)C)cc1NC(=S)Nc1ccc2[nH]c(=O)[nH]c2c1	1	1	-2	1	-0.3	0	9	-5	-13
CC(C)c1csc(CN2CCC(N3CCC(C(=O)N4CCOCC4)CC3)CC2)n1	-8	2	11	1	0.1	0	-6	7	13
CN1C(=O)C(CC(=O)Nc2ccc(F)cc2)N(CCCc2ccccc2)C1=S (stereo unspecified)	5	9	13	0	11	10	5	1	10
CCCOc1cccc(C(=O)N(Cc2ccc(OC)c(OC)c2)C2CCS(=O)(=O)C2)c1 (stereo unspecified)	10	3	22	20	0.3	-2	-2	-1	8
CCCCCCn1c(SCCN2CCOCC2)nc2c1c(=O)[nH]c(=O)n2C	6	1	-5	8	0.1	-4	5	1	-21
COc1ccc(C2CC(C(F)(F)F)n3nc(C(=O)NCc4cn(C)nc4C)c(Cl)c3N2)cc1 (stereo unspecified)	-8	7	-7	4	-0.5	0	0	3	-12
CCOc1ccc(CCN2C(=O)C(=O)N([C@@H](Cc3ccccc3)CN3CCC[C@H]3CN3C(=O)C(=O)NC[C@@H]3Cc3ccc(O)cc3)C[C@@H]2Cc2ccc(O)cc2)cc1	6	0	8	23	.	0	.	-8	.
Cc1cc(Cl)cc(Br)c1OCCNCC(C)O (stereo unspecified)	-9	1	-4	-1	2.9	-3	4	7	1
CCOc1cc(S(=O)(=O)N2CCCC2)ccc1Cl	-5	1	8	-12	0.6	-4	0	-4	1
Fc1ccccc1-c1csc(-c2cccnc2)n1	-5	0	-8	7	0.7	-1	15	18	-10
COc1ccc(NC(=O)COc2ccccc2C)cc1S(=O)(=O)N1CCCCC1	-14	10	5	-6	-0.3	-1	0	-2	5
Cc1onc(-c2ccccc2)c1-c1nnc(-c2ccccc2C(F)(F)F)o1	7	0	-15	-11	-1.3	-7	1	-3	-16
Cc1ccc(S(=O)(=O)Nc2cc(=O)[nH]c(SCC(=O)Nc3cccc(C)c3)n2)cc1	-2	1	3	2	-0.5	-2	10	11	-9
CCCCN1C(=O)C2(OCCCO2)c2cccc(C)c21	2	0	3	-3	-1.3	0	7	7	-11
Oc1ccc(C(=S)N2CCN(c3cccc(Cl)c3)CC2)cc1	-2	2	1	-4	-0.3	3	-1	12	-6
Fc1ccc(C2N(c3ccccc3)C(=S)N3CCCN23)cc1 (stereo unspecified)	-4	-1	11	-23	-2.5	-18	-20	8	25
CC(=O)c1c(C(C)=O)c(C)n(NC(=O)c2ccccc2O)c1C	-2	1	4	9	1.3	2	8	3	-10
CC(C)(C)NC(=O)C(c1ccccc1)N(C(=O)CNC(=O)c1cccs1)c1cccnc1 (stereo unspecified)	7	1	-13	7	0.2	1	5	-8	-9
C#CCOCCOCCOCCNc1nc(N2CCN(C(=O)Cn3cc(CC(C)O)nn3)CC2)nc(N2CCN(C(=O)[C@H]([C@@H](C)CC)n3cc(CCCN=C(N)N)nn3)CC2)n1 (stereo partly specified)	2	0	-14	12	0.3	-7	8	3	-7
Cc1cc(C(=O)N/N=C/c2cccnc2)c2ccccc2n1	-3	1	-4	-4	-1.2	-4	2	15	4
Cc1ccc(S(=O)(=O)N2CCN(C(=O)C(F)(F)F)C2c2ccc(N(C)C)cc2)cc1 (stereo unspecified)	-2	1	5	-2	-0.3	-2	2	8	-6
COc1ccc(-c2csc(C(C)(O)c3ccccc3)n2)cc1 (stereo unspecified)	-5	6	-3	-4	.	0	-8	1	2
O=C(c1nsc(Cl)c1Cl)N1CCCCC1	-3	0	3	-8	-3.5	-1	-3	-7	9
O=C(O)c1nccnc1C(=O)Nc1ccc(Oc2c(Cl)cccc2Cl)nc1	-1	0	0	6	0.2	-2	6	13	-5
NCCCC[C@H]1CN=C(N)N1CCc1cccc2ccccc12	5	-1	8	4	-0.2	-2	5	5	-9
CCCS(=O)(=O)NC(=O)C1(C)CCCN(C(=O)COc2ccc(Cl)cc2Cl)C1 (stereo unspecified)	-2	-1	-16	6	.	0	6	14	2
Cc1cnc(NC(=O)CSc2ccc(Cl)cc2)s1	-5	1	12	10	-0.5	-9	1	-13	-8
CCN(CC)C(=O)Cn1ncc2c1-c1ccccc1OC2	-1	4	-8	11	-4.8	2	18	2	-10
O=C(Nc1ccc2c(c1)OCO2)c1cc(C2CCCCN2C(=O)c2ccc(Cl)cc2)on1 (stereo unspecified)	0	5	-13	-1	.	-1	5	-9	2
O=C(Nc1ccc2c(c1)CCC2)c1cc(=O)[nH]c2ccccc12	1	0	4	-1	1.7	0	-1	-9	-10
Cc1cc(C)n(Cc2ccc(C(=O)Nc3ccc(Br)cc3C)o2)n1	-1	-2	-10	4	-3.1	-6	-4	-10	-6
CC(C)(C)NC(=O)c1ccnc(C(C)(C)C)c1	7	1	-19	6	0.6	0	-1	-7	-2
O=C(N/N=C/c1cccnc1)c1ccc(Cl)c(Cl)c1	-1	0	-6	3	0.1	-1	7	-1	-21
CC(=O)Nc1ccc(S(=O)(=O)N2CCN(C(=O)c3ncoc3-c3ccc(C)cc3)CC2)cc1	-6	4	-18	-5	-0.5	-3	0	-3	-11
CC(=O)N1CCN(C(=O)c2ccc(Cl)c(NC(=O)c3cccs3)c2)CC1	2	0	-5	7	4.1	5	15	-3	-17
COc1cccc(N(CC(=O)NCCSCc2ccc(Cl)cc2)S(C)(=O)=O)c1	-2	5	-6	-3	0.4	3	4	-8	-15
COc1ccc(C(=O)N2CCNC(=O)C2)cc1S(=O)(=O)Nc1ccc(Br)cc1	0	0	10	4	0.2	0	-9	16	17
CN(C)S(=O)(=O)c1cccc(COC(=O)c2cc([N+](=O)[O-])ccc2N2CCOCC2)c1	-12	13	0	-6	0.0	0	-2	15	0
NC(=O)CSc1nc2ccccc2n1Cc1ccccc1	-6	7	3	-1	1.7	-4	14	11	-12
COc1ccc(N2CCN(CCNC(=O)CCNS(=O)(=O)c3cccs3)CC2)cc1	-11	2	-8	2	-0.8	0	4	16	-5
CC(C)Cc1nc(Nc2ccc(S(=O)(=O)N3CCCC3)cc2)c2nnn(Cc3ccccc3)c2n1	-4	14	-8	-4	7.6	2	1	7	6
COC(=O)[C@H](Cc1ccccc1)NC(=O)/C=C/[C@H]1O[C@@H](n2ccc(=O)[nH]c2=O)[C@H](O)[C@@H]1O	-7	1	-8	1	.	4	2	13	-35
Cc1sc2nc(-c3ccccc3)oc(=O)c2c1C	-1	1	-10	13	0.5	-3	0	-1	-6
O=C(Cc1ccccc1)NCC(=O)OCc1ccc([N+](=O)[O-])cc1	2	0	1	-1	0.5	-3	2	6	5
CN(C)CCCNC(=O)c1ccccc1Oc1ccccc1	12	0	-6	-2	1.9	-18	1	-9	-2
COc1ccc(C(=O)O/N=C(\N)Cc2ccc([N+](=O)[O-])cc2)c(OC)c1	2	1	-4	5	0.7	-1	8	5	-8
CCOC(=O)[C@@H]1[C@H]2COc3cc(OC)ccc3[C@H]2N2C(=O)N(c3ccc(F)cc3)C(=O)[C@@]12C	6	0	-3	6	2.3	2	4	1	-7
COC(=O)[C@@H](Cc1c[nH]c2ccccc12)NC(=O)c1ccc2c(c1)OCO2	-4	3	4	-4	-4.3	2	1	6	2
Cc1cc(C)c(C)c(OCC(=O)N2CCOCC2)c1	3	0	2	5	1.3	0	6	-1	-11
CCCOc1cccc(C(=O)N/N=C/c2ccoc2)c1	-4	0	-1	-3	-0.7	-3	-2	2	4
COc1ccc(C2=C(C)CC(C)(C)NC2=O)cc1OC	-6	2	-9	3	-0.6	0	5	0	-5
CSc1nc2c(c(=O)[nH]1)C(c1ccc(C(F)(F)F)cc1)CC(=O)N2 (stereo unspecified)	-1	0	8	2	1.3	1	10	-9	-3
Nn1cnnc1SCC(=O)N(C1CCCCC1)C1CCCCC1	-5	0	-1	-3	-2.1	0	11	2	-1
Cc1cccc(C)c1NC(=O)C(c1ccncc1)n1c(=O)c(-c2ccco2)nc2ccccc21 (stereo unspecified)	5	0	3	1	.	3	.	-1	.
CC1(C)OC(C(N)=O)C(C(N)=O)O1 (stereo unspecified)	3	0	9	3	-1.9	2	10	-1	-11
CC(=O)C1=C(O)C(=O)N(CCN2CCOCC2)C1c1ccccc1 (stereo unspecified)	-6	0	4	-1	1.6	2	6	8	-22
CCC(C)OC(=O)C(C)Oc1ccc(-c2ccccc2)cc1 (stereo unspecified)	-3	-1	-2	1	0.4	-3	1	-11	-10

An excerpt from above in order of molecular weight, smallest number first.
SMILES	M5 PAM	CHRM4 agonist	M4 antag	M4 PAM	CRFBP-R2 agonist	CHRM5 agonist	M1 PAM	M5 antag	M1 antag
COc1ccc(C2=C(C)CC(C)(C)NC2=O)cc1OC	-6	2	-9	3	-0.6	0	5	0	-5
O=C(Cc1ccccc1)NCC(=O)OCc1ccc([N+](=O)[O-])cc1	2	0	1	-1	0.5	-3	2	6	5
CSc1nc2c(c(=O)[nH]1)C(c1ccc(C(F)(F)F)cc1)CC(=O)N2 (stereo unspecified)	-1	0	8	2	1.3	1	10	-9	-3
COc1ccc(C(=O)O/N=C(\N)Cc2ccc([N+](=O)[O-])cc2)c(OC)c1	2	1	-4	5	0.7	-1	8	5	-8
COC(=O)[C@H](Cc1ccccc1)NC(=O)/C=C/[C@H]1O[C@@H](n2ccc(=O)[nH]c2=O)[C@H](O)[C@@H]1O	-7	1	-8	1	.	4	2	13	-35
CN(C)S(=O)(=O)c1cccc(COC(=O)c2cc([N+](=O)[O-])ccc2N2CCOCC2)c1	-12	13	0	-6	0.0	0	-2	15	0
CCOC(=O)[C@@H]1[C@H]2COc3cc(OC)ccc3[C@H]2N2C(=O)N(c3ccc(F)cc3)C(=O)[C@@]12C	6	0	-3	6	2.3	2	4	1	-7

Later entries:
SMILES	M5 PAM	CHRM4 agonist	M4 antag	M4 PAM	CRFBP-R2 agonist	CHRM5 agonist	M1 PAM	M5 antag	M1 antag
CCC(C)(C)NC(=O)/C=C/c1ccc(OC)c(S(=O)(=O)N2CCOCC2)c1	-6	5	-2	-8	-2.3	1	-5	2	5
COc1cccc(C(=O)N2c3cc(C)ccc3OCC2C(C)(C)C)c1 (stereo unspecified)	-1	-1	5	-1	2.6	-1	8	2	-8
CCOC(=O)c1sc(N)c(C#N)c1CSc1nnc(C2CC2)n1N	4	3	-7	0	3.8	2	0	-7	-4
CCc1ccc(N2C(=O)Cc3c2nc(N)c(C#N)c3N)cc1	-2	2	3	1	3.4	2	7	1	-14
COc1ccc(OC)c2sc(NC(=O)c3ccc(Br)s3)nc12	1	0	3	-4	2.2	-2	8	-3	-14
